Screens: PubChem, Broad Institute
E-selectin induc = E-selectin induction on HUVECs; P16581; HUVEC E-selectin immunofluorescence imaging; normalized: neutral wells 0, TNF-alpha wells 100; activation, % at 7.58 µM; 260,000 tested, 0.37% active;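 active means mean E-selectin-positive cell signal at least 10% of the positive control, reached in at least 60% of replicates, without over 20% cell loss; inconclusive means no rule given, readout overlaps actives, possibly toxicity-flagged; inactive means the rest, including those meeting only one limit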;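 further: in these data hits start at about 27%; measured in HUVEC primary endothelial cells; signal is the percent of cells scored E-selectin positive by PE staining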
Target sequence (P16581 whole entry, looked up): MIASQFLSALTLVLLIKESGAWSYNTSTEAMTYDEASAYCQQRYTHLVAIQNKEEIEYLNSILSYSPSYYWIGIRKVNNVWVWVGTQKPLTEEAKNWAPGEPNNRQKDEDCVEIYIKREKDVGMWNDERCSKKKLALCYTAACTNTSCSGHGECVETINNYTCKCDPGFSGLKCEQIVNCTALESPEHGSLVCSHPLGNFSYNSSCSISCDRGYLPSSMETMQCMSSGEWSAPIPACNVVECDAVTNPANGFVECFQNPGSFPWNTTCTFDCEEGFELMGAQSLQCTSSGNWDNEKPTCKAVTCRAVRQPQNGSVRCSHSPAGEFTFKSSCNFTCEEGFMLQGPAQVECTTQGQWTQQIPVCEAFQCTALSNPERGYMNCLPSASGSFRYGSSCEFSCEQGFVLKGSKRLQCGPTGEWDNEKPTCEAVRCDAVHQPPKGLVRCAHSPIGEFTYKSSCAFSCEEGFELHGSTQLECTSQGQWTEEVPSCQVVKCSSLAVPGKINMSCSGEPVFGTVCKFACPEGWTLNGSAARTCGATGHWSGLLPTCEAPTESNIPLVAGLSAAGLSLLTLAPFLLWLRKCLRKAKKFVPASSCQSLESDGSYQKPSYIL
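material = human umbilical vein endothelial cells (HUVEC), E-selectin induction | quantity = 3,000 cells/well | medium = EGM-2 growth medium on 0.1% gelatin-coated wells | technique = immunofluorescence imaging | read-out basis = % PE-positive cells | control set = TNF-alpha positive control, DMSO neutral control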
S100A4 inh HTS = S100A4-myosin IIA interaction inhibition. S100A4/TAMRA-MyoIIA peptide fluorescence polarization. inhibition, % at 10.7 µM. 360,000 tested, 0.14% active. AID 652163;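 active means mean inhibition of at least 70% across replicates, with every replicate also reaching that level; inconclusive means mean inhibition reaches 70% but some replicates fall short; inactive means mean inhibition below 70%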
Target sequence (P26447 whole entry, looked up): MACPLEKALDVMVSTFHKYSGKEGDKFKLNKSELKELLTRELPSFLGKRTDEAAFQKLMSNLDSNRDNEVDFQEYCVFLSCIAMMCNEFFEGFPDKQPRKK
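Test system: S100A4 monomer protein. Medium: HEPES buffer with Ca2+, pH 7.2. Reagent: fluorescent myosin IIA peptide, 5 nM. Compound dosing: single-point compound testing. Timing: 5 min between mix addition and reading. Benchmarks: DMSO neutral and TFP positive wells.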
SIRT5 block = inhibitors of human sirtuin-5 desuccinylase | Purified SirT5, succinyl-peptide AMC, trypsin-coupled fluorescence | inhibition, % at 15 µM | AID 652115 | Q9NXA8 | 330,000 tested, 1.1% active; in the data active means inhibition above about 15%; inconclusive means no clear call, values can overlap the other calls
Target sequence (Q9NXA8 whole entry, looked up): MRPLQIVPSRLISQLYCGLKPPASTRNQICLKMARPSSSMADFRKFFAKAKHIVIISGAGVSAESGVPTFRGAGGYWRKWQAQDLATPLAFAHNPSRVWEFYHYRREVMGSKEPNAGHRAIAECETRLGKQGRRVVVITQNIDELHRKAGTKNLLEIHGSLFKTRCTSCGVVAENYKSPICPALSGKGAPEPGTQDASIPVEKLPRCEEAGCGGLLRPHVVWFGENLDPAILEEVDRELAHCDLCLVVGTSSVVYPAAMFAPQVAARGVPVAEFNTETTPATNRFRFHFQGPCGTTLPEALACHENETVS
DENV2 CPE rescue = protects cells from dengue virus 2 cytopathic effect. DENV2-infected cells, cytopathic effect rescue, plate reader. CPE inhibition, % at 9.99 µM. 350,000 tested, 1.7% active. AID 651640; in the data active means CPE inhibition above about 20%, passing the limit was not always enough; inconclusive means no clear call, values can overlap the other calls; tested in BHK-21 cells;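 further: 0% = median of neutral control wells and 100% = median of positive control wells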
PglD DTNB = PglD (C. jejuni) enzyme inhibition | purified PglD enzyme, DTNB colorimetric CoA detection | inhibition, % at 12.5 µM | 360,000 tested, 0.098% active; in the data active means inhibition above about 16%, passing the limit was not always enough; inconclusive means no clear call, values can overlap the other calls; further: strong numbers were not always called active
Statin myotox sup = suppression of simvastatin myotoxicity | C2C12 myotubes + simvastatin, ATP luminescence, 48 h; scaled: DMSO 0, geranylgeraniol control 100 | rescue of ATP level, % at 7.49 µM | AID 602340 | 330,000 tested, 0.78% active;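 active means mean ATP rescue above about 67%, or every replicate alone reaching that limit, limit read from the data, passing the limit was not always enough; inconclusive means no clear call, values can overlap the other calls; inactive means mean under the limit and some replicate under it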;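 further: myotubes were challenged with 10 µM simvastatin during compound exposure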
ERp5 inh = inhibitors of human ERp5; Q15084; ERp5 insulin aggregation, absorbance 650 nm, 90 min; inhibition, % at 9.99 µM; 350,000 tested, 0.05% active;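 active means mean replicate inhibition above about 25%, with every replicate also reaching it, limit read from the data, passing the limit was not always enough; inconclusive means only one of those two criteria met; inactive means neither criterion met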
Active calls of the source: *; ? = inconclusive; . = not tested or not shown; & = joins results of further samples. Not all compounds are listed. The share of hits here may be higher or lower than overall.

(1) CCOC(=O)/C=C/CN(C(=O)OC(C)(C)C)S(=O)(=O)N1CC=CC1
(2) O=C(COc1ccccc1Cl)Nc1ccc2c(c1)C(=O)NC2=O
(3) Cc1ccc(N=Nc2cc(C)ccc2N)cc1
(4) CCN(CC)S(=O)(=O)c1ccc(N2CCN(C)CC2)c(NC(=O)Nc2ccccc2F)c1
(5) CC1=CC(C)(C)NC(=S)N1C(C)c1ccccc1 (stereo not drawn)
(6) O=C(Nc1ccc(F)cc1)c1cccc(N2C(=O)C3C4CCC(C4)C3C2=O)c1 (stereo not drawn)
(7) CCOC(=O)N1CCN(CC(O)c2c[nH]c3ccccc23)CC1 (stereo not drawn)
(8) COCCNC(=O)C1CC(c2cccc([N+](=O)[O-])c2)=NO1 (stereo not drawn)

screen / no.	1	2	3	4	5	6	7	8
E-selectin induc	.	-0.2	.	0.4	-0.2	-0.2	-0.1	-0.3
S100A4 inh HTS	0	-23	-4	6	-24	7	-6	1
SIRT5 block	.	-4	0	0	-6	-1	-1	.
DENV2 CPE rescue	?	8	-4	6	10	1	?	.
PglD DTNB	-2	2	.	-2	-1	.	1	3
Statin myotox sup	6	-4	.	-33	7	.	3	7
ERp5 inh	-6	3	5	4	-2	4	2	-2

(9) C/C(=N/NC(=O)CNC(=O)c1cccnc1)c1ccc([N+](=O)[O-])cc1
(10) CC(C)NC(=O)Nc1ccc2c(c1)CC(=O)N([C@@H](C)CO)C[C@@H](C)[C@H](CN(C)C(=O)Nc1ccc(F)cc1)O2
(11) CCOc1ccc(C(=O)n2cc(C(=O)OC)c3ccccc32)cc1OCC
(12) C[C@H](CO)N1C[C@H](C)[C@H](CN(C)C(=O)Cc2ccccn2)Oc2ncc(-c3ccncc3)cc2C1=O
(13) COc1ccc(N(C)C(=O)Cc2c(C(=O)O)[nH]c3ccccc23)c(OC)c1
(14) CCc1ccccc1NC(=S)N(CCN1CCCCC1)Cc1ccco1
(15) CCN1C(=O)Cc2cc(S(=O)(=O)NCCc3ccccc3)ccc21
(16) C[C@@H]1CCCCO[C@H](CN(C)C(=O)Cc2ccccc2)[C@@H](C)CN([C@H](C)CO)C(=O)c2cc(NC(=O)c3ccccc3)ccc2O1

screen / no.	9	10	11	12	13	14	15	16
E-selectin induc	.	0.0	.	-0.1	.	.	.	.
S100A4 inh HTS	-1	.	0	-2	2	-5	-4	-9
SIRT5 block	3	-3	.	4	2	-1	-3	-5
DENV2 CPE rescue	-1	8	-4	-7	4	-1	10	-2
PglD DTNB	-2	-2	-4	2	.	.	1	4
Statin myotox sup	-6	-26	6	-9	.	.	13	.
ERp5 inh	-2	5	0	2	5	4	2	5

(17) Cc1ccc(N2CC(C(=O)Nc3cccnc3)CC2=O)cc1C (stereo not drawn)
(18) C[C@H]1CN([C@@H](C)CO)C(=O)c2cc(-c3ccc(F)cc3)cnc2O[C@H]1CN(C)CC1CCCC1
(19) COc1c(OC2OC(C(=O)O)C(O)C(O)C2O)cc(O)c2c(=O)cc(-c3ccccc3)oc12 (stereo not drawn)
(20) CCOC(=O)/C=C1/N(C)c2ccccc2C1(C)C
(21) CCOC(=O)C(NC(=O)c1cccc(Cl)c1)(Nc1sc2c(c1C(N)=O)CCC2)C(F)(F)F (stereo not drawn)
(22) COc1ccc(Cc2nnc(NC(=O)CS(=O)(=O)Cc3ccccc3)s2)cc1
(23) O=C(N/N=C/c1c[nH]c2ccccc12)c1ccc2c(c1)OCCO2
(24) Cc1cc(C(=O)NC2CC(C)(C)Cc3c2cnn3-c2ccc(F)cc2)no1 (stereo not drawn)

screen / no.	17	18	19	20	21	22	23	24
E-selectin induc	0.0	1.4	0.0	-0.1	.	-0.6	0.0	.
S100A4 inh HTS	3	6	-4	1	-10	4	2	2
SIRT5 block	1	1	.	1	0	-5	3	-1
DENV2 CPE rescue	-4	-7	25*	7	1	5	-4	-4
PglD DTNB	-3	4	2	2	.	-1	9	3
Statin myotox sup	18	-3	4	7	.	6	-8	-10
ERp5 inh	-3	0	6	6	4	0	-5	2

(25) Cc1sc(N=Nc2ccc(N(C)C)cc2)[n+]([O-])c1C
(26) Cc1ccc(CSc2nnc(C(F)(F)F)n2Cc2ccc(F)cc2)cc1
(27) COCCNC(=O)c1cn(C)c2ccc(S(=O)(=O)N3CCCCC3)cc2c1=O
(28) Cc1cc(C)n2nc(SCc3ccc(F)cc3Cl)nc2n1
(29) CC(=O)N1[C@@H]2Cn3c(ccc(/C=C/c4ccccc4)c3=O)[C@H]1[C@@H](C(=O)N1CCOCC1)[C@@H]2CO
(30) CO[C@H]1CN(C)C(=O)c2cc(NC(=O)C3CCCC3)ccc2OC[C@H](C)N(CC2CC2)C[C@@H]1C
(31) CC(=O)Nc1ccc(CN2CCN(Cc3ccc(F)c(F)c3)C(CCO)C2)cc1 (stereo not drawn)
(32) COc1ccc(Cc2ccccc2C(=O)O)cc1

screen / no.	25	26	27	28	29	30	31	32
E-selectin induc	0.6	.	8.5	15	0.1	0.0	.	4.5
S100A4 inh HTS	-7	-3	6	-3	4	1	1	2
SIRT5 block	.	-3	-1	4	-152	0	1	-5
DENV2 CPE rescue	-1	3	0	-1	-7	2	-3	17
PglD DTNB	.	-6	-1	-6	.	0	.	-5
Statin myotox sup	.	-4	11	-20	.	11	-5	-12
ERp5 inh	5	6	-3	-1	3	5	1	-3

(33) Cc1ccc(S(=O)(=O)N2CCCC2)cc1C(=O)NCc1ccccc1CN1CCCC1
(34) CC(=O)Oc1ccccc1C(=O)NC(C)CCc1ccccc1 (stereo not drawn)
(35) C/C(CCc1ccc2c(c1)OCO2)=N\NC(=O)c1ccccc1Br
(36) COc1ccc(CN(C)C[C@@H]2Oc3ccc(NC(=O)Nc4c(C)noc4C)cc3CC(=O)N([C@@H](C)CO)C[C@H]2C)cc1
(37) CC1(C)COC(=S)N1CCC#N
(38) Cc1ccc(S(=O)(=O)N2CCN=C2SCc2cccnc2)cc1
(39) CC(=O)N(C)C[C@@H]1Oc2cc(C#CCC3CCCC3)ccc2S(=O)(=O)N([C@@H](C)CO)C[C@H]1C
(40) CCCn1c(SC(C)C(=O)NC2CCCC2)n[nH]c1=O (stereo not drawn)

screen / no.	33	34	35	36	37	38	39	40
E-selectin induc	-0.8	.	.	-0.2	-0.1	.	0.0	.
S100A4 inh HTS	-4	0	-16	-8	-1	-24	-5	-7
SIRT5 block	0	11	0	0	0	-3	2	-6
DENV2 CPE rescue	-2	2	15	1	-1	2	-2	-6
PglD DTNB	-2	-11	.	1	.	.	-1	8
Statin myotox sup	-5	7	.	11	.	.	-8	1
ERp5 inh	-3	4	4	2	0	0	-3	-6

(41) CC1CC(C)CN(CC(=O)Nc2cc(S(=O)(=O)N3CCOCC3)ccc2N2CCCC2)C1 (stereo not drawn)
(42) C[C@@H]1CN([C@@H](C)CO)C(=O)c2cc(-c3cccc(F)c3)cnc2O[C@H]1CN(C)C(=O)c1cnccn1
(43) CCCCn1c(N)c(N(CCOC)C(=O)c2ccc(S(=O)(=O)N(CC)c3ccccc3)cc2)c(=O)[nH]c1=O
(44) Cc1ccccc1C1NC(=O)c2ccccc2O1 (stereo not drawn)
(45) CSCC(C)N1CCC(n2nccc2NC(=O)CCOc2ccccc2)CC1 (stereo not drawn)
(46) CC(=O)Nc1nnc(S(N)(=O)=O)s1
(47) Nc1cc(=O)[nH]c(SCC(=O)NC2CCCCCCC2)n1
(48) CCOC(=O)c1c(S(=O)(=O)NCC(C)c2ccccc2)c(C)n(C)c1C (stereo not drawn)

screen / no.	41	42	43	44	45	46	47	48
E-selectin induc	-0.3	0.1	-1.6	0.0	-0.1	-0.1	3.1	.
S100A4 inh HTS	1	-10	-1	-5	-7	19&8	4	-5
SIRT5 block	2	-1	0	-2	-5	-5	3	-3
DENV2 CPE rescue	-7	3	-3	2	1	12	13	0
PglD DTNB	-2	-2	1	-1	5	0	2	-9
Statin myotox sup	-1	-2	-1	0	.	2	0	-5
ERp5 inh	-22	0	-6	4	-2	3	-5	-1

Some of these compounds in order of SMILES length, ascending.
(28) Cc1cc(C)n2nc(SCc3ccc(F)cc3Cl)nc2n1
(25) Cc1sc(N=Nc2ccc(N(C)C)cc2)[n+]([O-])c1C
(26) Cc1ccc(CSc2nnc(C(F)(F)F)n2Cc2ccc(F)cc2)cc1

screen / no.	28	25	26
E-selectin induc	15	0.6	.
S100A4 inh HTS	-3	-7	-3
SIRT5 block	4	.	-3
DENV2 CPE rescue	-1	-1	3
PglD DTNB	-6	.	-6
Statin myotox sup	-20	.	-4
ERp5 inh	-1	5	6

(next part)
(49) CCCCn1c(N)c(N(CC)C(=O)CCNC(=O)NC23CC4CC(CC(C4)C2)C3)c(=O)[nH]c1=O
(50) Cc1cccc(/C=N/NC(=O)CNc2cccc3ccccc23)n1
(51) CO[C@H]1CN(C)C(=O)c2cc(NC(=O)c3ccno3)ccc2OC[C@H](C)N(S(C)(=O)=O)C[C@@H]1C
(52) C[C@@H]1CN([C@H](C)CO)C(=O)c2cc(NC(=O)Nc3cccc4ccccc34)ccc2O[C@@H]1CN(C)Cc1ccc2c(c1)OCO2
(53) CCOC(=O)N1CCN(S(=O)(=O)N2CCCC(C(=O)NCc3ccc(OC)cc3OC)C2)CC1 (stereo not drawn)
(54) COC(=O)c1cc(=O)n(CCc2ccccc2F)c(=Nc2ccc(F)c(Cl)c2)s1
(55) O=C1NC[C@H](CCCCN2C[C@H](Cc3ccccc3)N(CC3CCCCC3)C(=O)C2=O)N(CCc2ccccc2)C1=O
(56) CCCc1nc(NCCO)c(C#N)c2c1CCCC2

screen / no.	49	50	51	52	53	54	55	56
E-selectin induc	-0.9	0.2	0.1	.	.	-0.1	.	-0.3
S100A4 inh HTS	0	.	-8	7	-7	-2	1	-1
SIRT5 block	1	.	0	15*	-6	-5	5	3
DENV2 CPE rescue	-3	.	3	0	-2	-1	5	14
PglD DTNB	-1	-4	-2	1	-2	1	.	9
Statin myotox sup	.	6	-6	20	14	110*	.	.
ERp5 inh	-6	.	-1	3	-10	6	1	0

(57) Nc1c(C(=O)Nc2ccc3c(c2)OCCO3)nnn1Cc1cccc(F)c1
(58) O=C(COC(=O)/C=C/c1ccc(F)cc1)Nc1cc(C(F)(F)F)ccc1N1CCOCC1
(59) CCN(CC)Cc1nc2nc(Cl)c(Cl)nc2[nH]1
(60) Nc1ccc(S(=O)(=O)Nc2nccc(/C=C/c3cccc(Br)c3)n2)cc1
(61) COc1ccccc1-c1csc(C(C)(O)c2ccccc2)n1 (stereo not drawn)
(62) Cc1ccc(S(=O)(=O)CCC(=O)Nc2nc(-c3ccccn3)cs2)cc1
(63) C[C@H]1CN([C@@H](C)CO)C(=O)Cc2cc(NS(C)(=O)=O)ccc2O[C@H]1CN(C)C(=O)Nc1ccc2c(c1)OCO2
(64) C[C@@H]1CN([C@@H](C)CO)C(=O)c2cccc(NS(=O)(=O)c3ccc(Cl)cc3)c2O[C@@H]1CN(C)Cc1ccc(C(=O)O)cc1
(65) C[C@@H]1CN([C@@H](C)CO)C(=O)c2cccc(NC(=O)CCCCCC(=O)Nc3ccccc3N)c2O[C@@H]1CN(C)Cc1ccc(C(F)(F)F)cc1

screen / no.	57	58	59	60	61	62	63	64	65
E-selectin induc	1.9	0.5	0.0	-0.4	0.3	.	-3.2	-0.2	0.1
S100A4 inh HTS	-4	5	-28	-1	-8	0	.	12	-3
SIRT5 block	-1	-2	-6	0	16*	-3	.	1	13
DENV2 CPE rescue	4	-2	8	6	-10	9	?	-8	2
PglD DTNB	1	.	-4	-2	3	-4	4	-5	7
Statin myotox sup	25	.	.	44	23	6	-47	.	-39
ERp5 inh	-3	4	5	-3	5	-7	.	2	0
